Screening data deposited in PubChem by several laboratories.
SIAE primary: human SIAE inhibitors, primary screen, biochemical, fluorescence polarization, FP-Rh probe, 1536-well HTS. 370,000 tested, 0.69% active. Sialate O-acetylesterase (Homo sapiens), Q9HAT2. AID 1053197, 2014. inhibition, % at 9.66 µM. SIAE FP-Rh probe binding;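 active = inhibition above a cutoff: mean of compounds within the control limits plus 3 SD of those, cut at about 17% in these data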;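 note: 0% = plate median of compound wells and 100% = probe without SIAE protein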
TCR-CD3 inh: inhibitors of human TCR-CD3 interaction, primary screen, biochemical, fluorescence, TAMRA-labeled TCR probe. 360,000 tested, 0.37% active. inhibition, % at 9.4 µM. T-cell receptor (TCR). AID 651800, 2012; in the data active = inhibition above about 19%;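 note: recombinant mutant TCR 2C K166C tagged with TAMRA read by polarization; 0% = receptor in buffer alone and 100% = receptor with positive control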
TDP2 inh: human TDP2 enzyme inhibitors, primary screen, biochemical, epi absorbance, recombinant enzyme; 370,000 tested, 0.34% active; T5PNP hydrolysis, p-nitrophenol absorbance 415 nm; inhibition, % at 12.8 µM; Tyrosyl-DNA phosphodiesterase 2 (Homo sapiens), O95551;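 active = inhibition above the mean of all tested compounds plus 3 SD, set per campaign, cut at about 25% in these data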;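 note: 0% = DMSO with enzyme and 100% = buffer with substrate but no TDP2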
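Assay system: recombinant human TDP2 / Reagent: T5PNP substrate at 5 mM, a TopII-DNA adduct mimic / Measured by: epi absorbance from released p-nitrophenol / Evaluation: % inhibition relative to enzyme-containing and enzyme-free wells / Control set: enzyme-free and DMSO wells / Replicates: each compound tested once, singlicate / Schedule: enzyme reaction with compound for 2 h at 37 °C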
LEDGF integ inh: blockers of LEDGF/p75-dependent integrase strand transfer – biochemical, TR-FRET, high throughput, primary screen | TR-FRET IN-LEDGF/p75 DNA integration, Eu/Cy5 | inhibition, % at 3.7 µM | 370,000 tested, 0.64% active | AID 743269, 2014;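 active = inhibition above the screen-wide mean plus 3 SD, cut at about 13% in these data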;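 note: signal is the Cy5 over europium emission ratio at 671 and 618 nm; 0% = plate median of compound wells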
PRMT1 inh: PRMT1 methyltransferase inhibitors, primary screen, biochemical, fluorescence polarization. Protein arginine N-methyltransferase 1 (Homo sapiens), Q99873. recombinant PRMT1, activity-based probe fluorescence polarization. inhibition, % at 2.79 µM. 370,000 tested, 1.3% active;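 active = inhibition above about 21% made by adding two undisclosed values, limit read from the data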
PG9 Ab binder: binders of HIV-1 gp120 antibody PG9, primary screen, biochemical, TR-FRET; 360,000 tested, 0.43% active; TR-FRET gp120-PG9 antibody binding; inhibition, % at 6.7 µM; HIV-1 gp120 / PG9 antibody interaction; AID 624416, 2012; in the data active = inhibition above about 8.5%
mABHD4 FP: ABHD4 inhibitors, primary screen, biochemical, fluorescence polarization, mouse. (Lyso)-N-acylphosphatidylethanolamine lipase (Mus musculus), Q8VD66. purified mABHD4, FP-Rh probe fluorescence polarization. inhibition, % at 8.92 µM. 370,000 tested, 0.54% active;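 active = inhibition exceeding the mean over every tested compound plus 3 SD, cut at about 30% in these data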;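 note: 0% = plate median of compound wells and 100% = S159A mutant with DMSO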
Target sequence (Q8VD66 whole entry, looked up): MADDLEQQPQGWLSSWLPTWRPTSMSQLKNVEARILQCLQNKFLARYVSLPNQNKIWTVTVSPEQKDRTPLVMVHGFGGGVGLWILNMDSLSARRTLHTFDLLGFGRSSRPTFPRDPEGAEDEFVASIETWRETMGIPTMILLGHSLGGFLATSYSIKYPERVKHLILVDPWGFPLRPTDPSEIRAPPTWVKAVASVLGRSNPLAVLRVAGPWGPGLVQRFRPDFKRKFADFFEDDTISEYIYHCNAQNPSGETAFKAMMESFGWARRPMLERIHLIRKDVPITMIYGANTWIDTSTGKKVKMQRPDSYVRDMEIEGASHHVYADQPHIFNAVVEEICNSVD
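Assay system: mouse ABHD4 enzyme, wild type / Also added: fluorescent activity-based probe FP-Rh / Doses: single nominal dose of 8.92 µM, 0.89% DMSO final / Timing: 45 min compound pre-incubation plus 60 min probe step, 25 °C / Signal: FP readout, ex 525 nm / em 598 nm / Control set: S159A mutant/DMSO as 100%, compound-well median as 0%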
HTRA1 inh: HTRA1 serine protease inhibitors, primary screen, biochemical, fluorescence polarization, HTS | 340,000 tested, 0.5% active | recombinant HTRA1, FP-rhodamine activity-based probe | Q92743 | inhibition, % at 5.96 µM; in the data active = inhibition above about 36%;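 note: 0% = enzyme with DMSO and 100% = wells lacking enzyme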
Target sequence (Q92743 whole entry, looked up): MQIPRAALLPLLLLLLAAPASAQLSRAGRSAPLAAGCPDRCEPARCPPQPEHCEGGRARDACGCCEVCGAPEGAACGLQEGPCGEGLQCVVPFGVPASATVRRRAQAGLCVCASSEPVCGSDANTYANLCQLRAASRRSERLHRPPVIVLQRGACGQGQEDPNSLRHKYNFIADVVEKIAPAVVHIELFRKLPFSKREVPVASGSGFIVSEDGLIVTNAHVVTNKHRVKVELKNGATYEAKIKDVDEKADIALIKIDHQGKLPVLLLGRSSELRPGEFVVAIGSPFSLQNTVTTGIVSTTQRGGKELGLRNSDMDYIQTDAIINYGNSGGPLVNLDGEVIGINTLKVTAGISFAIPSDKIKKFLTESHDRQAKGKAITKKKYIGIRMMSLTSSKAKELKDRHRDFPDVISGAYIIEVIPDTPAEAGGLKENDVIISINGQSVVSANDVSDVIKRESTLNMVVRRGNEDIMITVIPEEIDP
rCAG binder: binders of r(CAG) RNA repeats, primary screen, biochemical, fluorescence | r(CAG) RNA repeat, TO-PRO-1 dye displacement fluorescence | inhibition, % at 3 µM | 370,000 tested, 1.3% active | AID 651821, 2012;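 active = inhibition above the plate cutoff, the mean of all test compounds on that plate plus 3 SD, cut at about 35% in these data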;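 note: 0% = DMSO alone and 100% = 100 µM mitoxantrone as full dye displacement; higher means more dye released from RNA so lower well fluorescence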
NR1D1 modulator: modulators of Rev-erb alpha DNA binding, primary screen, biochemical, FITC-DNA, fluorescence polarization, uHTS; Rev-erbα–FITC-DNA binding, 90 min; 370,000 tested, 0.79% active; activity, % at 10 µM; Nuclear receptor subfamily 1 group D member 1 (Homo sapiens), P20393; AID 1259318, 2017;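 active = activity above about 14%, limit read from the data; passing the limit was not always enough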;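 note: 0% = DMSO wells with 35 nM protein and 100% = DMSO wells with 750 nM protein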
Starred values were filed as active, the others as inactive; / = not tested or not shown. An excerpt; the hit share may differ from the screen's.

SMILES	SIAE primary	TCR-CD3 inh	TDP2 inh	LEDGF integ inh	PRMT1 inh	PG9 Ab binder	mABHD4 FP	HTRA1 inh	rCAG binder	NR1D1 modulator
O=C(NCc1cccc(Cl)c1)C1CCCO1 (stereo unspecified)	-3	-7	-6	-5	-1	0.4	-3	1	-1	-7
COc1ccccc1-c1cn(CC[C@H]2CC[C@@H](NS(=O)(=O)c3ccccc3C)[C@@H](CO)O2)nn1	-2	-5	7	-3	2	-3.3	8	/	1	1
COc1cc(C2N(c3cc(C)on3)C(=O)C3CCCN32)cc(OC)c1OC (stereo unspecified)	2	8	5	1	0	-0.3	2	-1	2	-1
O=C(NC(=S)Nc1ccc(Cl)cn1)C(c1ccccc1)c1ccccc1	-22	-5	0	3	0	0.0	-2	-7	-1	-2
OCC1CCCCN1C(=S)NCc1ccco1 (stereo unspecified)	-1	-7	0	0	3	2.5	-11	0	-1	-4
CCN(CC)CCCNC(=O)c1nn(-c2ccc(OC)cc2OC)c(=O)c2ccccc12	2	0	-12	5	-3	0.2	0	3	-4	-4
CC(C)OC(=O)CSc1nnc(-c2cccnc2)n1Cc1ccccc1	10	10	-2	-3	2	-0.4	4	0	-3	0
COc1cc(OC)cc(-c2c(-c3cccs3)c3cc(-c4ccc5c(c4)OCCO5)ccc3n2C)c1	-6	-2	-2	0	-1	-12	-1	2	20	6
COc1ccc(-c2cn3ccc(C)cc3n2)cc1	5	10	-4	-3	4	0.2	-1	1	-2	-8
CNC(=O)C12CC3CC(C1)CC(c1ccc(C)cc1)(C3)C2	0	3	6	-2	-2	-0.4	-2	2	-7	0
O=C(c1ccccc1C(=O)N(c1ccccc1)c1ccccc1)N1CCCCC1	6	-6	9	1	-2	0.6	0	3	-8	2
CCCc1c(C(=O)Nc2cc(C)on2)cnn1-c1ccccc1	-2	3	-6	-1	4	1.2	1	-4	-7	-3
COc1cc(C2C(C#N)=C(N)N(N(C)C)C3=C2C(=O)CC(C)(C)C3)ccc1O (stereo unspecified)	9	4	19	2	-2	-2.9	1	2	0	-7
COC(=O)CN1C(C)=Nc2ccc(C)cc2C1c1ccccc1 (stereo unspecified)	-2	-6	3	-2	1	0.6	-1	0	0	0
N#C/C(=C\c1ccc(N2CCCCC2)o1)C(N)=O	5	4	2	3	-27	-23	3	5	-38	7
O=S(=O)(NCCSc1ccccn1)c1ccc(Cl)cc1	1	2	0	1	-3	0.7	-7	-1	-1	0
O=C(CN1CCN(Cc2cccc3ccccc23)CC1)NCCc1ccccc1	0	-10	-6	-4	3	-3.2	0	-5	-7	5
Cc1ccc(NC(=S)N(CCCN2CCCC2)Cc2cccn2Cc2ccc(Cl)cc2)cc1Cl	0	-5	-6	-6	1	-1.4	1	-12	0	1
O=C(CN1CCN(S(=O)(=O)c2cc(Cl)ccc2Cl)CC1)Nc1ccc2c(c1)OCCO2	6	6	3	0	1	-0.9	5	-3	-1	-4
c1cncc(-c2noc(-c3ccc4ccccc4c3)n2)c1	-1	3	-2	4	4	1.5	-6	-16	5	1
COc1ccc(Cl)cc1C(=O)NCC(c1ccco1)N1CCCC1 (stereo unspecified)	-1	2	1	0	-1	-1.6	3	1	-2	-2
O=C(NCc1ccccc1)c1ccc(Cl)cc1[N+](=O)[O-]	1	6	-3	-1	-2	-1.9	1	4	1	-5
CC1(C)CC(=O)C(C(=O)c2ccccc2)C(=O)C1Cl (stereo unspecified)	2	0	5	0	-1	-1.1	1	2	1	-2
O=C(Nc1ccncc1)C1CCN(S(=O)(=O)c2ccccc2)CC1	-4	-3	-1	-4	2	-1.0	0	-6	-2	7
O=C(O)c1cccc(Nc2ccncc2[N+](=O)[O-])c1	4	-8	-19	4	-8	-1.6	-4	4	2	3
CCCc1cc(CN(C)C(=O)CC2C(=O)NCCN2Cc2ccccc2C)[nH]n1 (stereo unspecified)	1	7	2	0	0	-0.9	-1	-3	-5	2
COc1ccc(OC)c(CN2C(=O)CN(S(C)(=O)=O)CC2(C)C(=O)NC(C)C)c1 (stereo unspecified)	2	4	-11	1	2	-0.6	0	/	2	1
COc1ccc(Nc2nc(N)nc(CN3CCOCC3)n2)cc1	-4	0	-11	1	-3	-1.4	4	13	0	3
COc1ccc(CNC2CC(C)N(C)CC2C)cc1OC (stereo unspecified)	1	6	-6	4	0	1.5	-2	7	1	4
CCn1c(=O)c(C(=O)Nc2nc3ccccc3[nH]2)c(O)c2ccccc21	0	-7	-3	-2	-5	-0.3	-11	-9	9	-8

Random excerpt: four records from the list.
SMILES	SIAE primary	TCR-CD3 inh	TDP2 inh	LEDGF integ inh	PRMT1 inh	PG9 Ab binder	mABHD4 FP	HTRA1 inh	rCAG binder	NR1D1 modulator
COc1ccc(CNC2CC(C)N(C)CC2C)cc1OC (stereo unspecified)	1	6	-6	4	0	1.5	-2	7	1	4
COc1ccc(OC)c(CN2C(=O)CN(S(C)(=O)=O)CC2(C)C(=O)NC(C)C)c1 (stereo unspecified)	2	4	-11	1	2	-0.6	0	/	2	1
O=C(CN1CCN(S(=O)(=O)c2cc(Cl)ccc2Cl)CC1)Nc1ccc2c(c1)OCCO2	6	6	3	0	1	-0.9	5	-3	-1	-4
CC1(C)CC(=O)C(C(=O)c2ccccc2)C(=O)C1Cl (stereo unspecified)	2	0	5	0	-1	-1.1	1	2	1	-2

Other entries follow.
SMILES	SIAE primary	TCR-CD3 inh	TDP2 inh	LEDGF integ inh	PRMT1 inh	PG9 Ab binder	mABHD4 FP	HTRA1 inh	rCAG binder	NR1D1 modulator
CC(C)(C)OC(=O)N1CCC[C@H]1C(=O)NCc1ccc(F)cc1F	4	4	-5	0	-4	-0.5	6	/	1	4
CC(C)CCNC(=O)CN(Cc1ccc2c(c1)OCO2)C(=O)CCC(=O)Nc1ccccn1	2	-2	3	-3	2	0.2	3	-1	-10	0
O=C(NCCCO)/C(=C\c1ccco1)NC(=O)c1ccco1	0	4	4	-3	6	2.5	3	1	-1	7
COc1cc(C(=O)N2CCN(C(=O)c3ccccc3)CC2)cc(OC)c1OC	0	10	-3	-2	1	-1.5	1	-7	0	3
O=C(Cn1cncn1)NCc1cccc(OC(F)F)c1	-2	6	3	-2	0	-3.3	-5	6	2	2
O=[N+]([O-])c1ccccc1S(=O)(=O)Nc1ccc2c(c1)OCCO2	-1	0	-2	1	0	-0.8	-3	-3	0	4
C/C(N)=C(/C#N)C(=O)CSc1nnnn1-c1ccc(C)cc1C	1	14	-7	2	3	-5.8	-3	1	3	2
CCOC(=O)CSc1nc(C)cc(C)c1C#N	4	7	3	-2	4	-0.2	-2	6	-3	-2
Cn1c(SCc2cccnc2)nc2cccnc21	-3	0	-14	-2	-1	-1.9	-2	5	-4	-1
CC(=O)Nc1ccc(S(=O)(=O)N2CCN(c3ccc(C(C)=O)cc3)CC2)cc1	-5	1	7	0	8	-0.6	-5	/	3	-2
COc1cc(CNC2CCCC2)cc(Cl)c1OCc1ccccc1F	2	-2	2	1	-1	1.1	-11	-6	3	/
CC(=O)NCC(=O)OCC(=O)c1ccc(C)c(C)c1	-2	1	7	-1	0	-1.1	-1	2	1	-1
COc1ccccc1CNc1ccccc1F	3	-4	9	-2	0	1.1	2	-2	-1	1
COCc1c(C(=O)OCc2nc3ccsc3c(=O)[nH]2)oc2ccccc12	-1	9	0	-3	4	-0.6	5	9	5	-4
O=C1CC(C(=O)N2CCc3ccccc32)CN1c1cccc(C(F)(F)F)c1 (stereo unspecified)	8	-1	10	1	-4	-1.8	-1	-3	3	-2

6 entries already listed, ordered by SMILES length, smallest number first.
SMILES	SIAE primary	TCR-CD3 inh	TDP2 inh	LEDGF integ inh	PRMT1 inh	PG9 Ab binder	mABHD4 FP	HTRA1 inh	rCAG binder	NR1D1 modulator
COc1ccc(Cl)cc1C(=O)NCC(c1ccco1)N1CCCC1 (stereo unspecified)	-1	2	1	0	-1	-1.6	3	1	-2	-2
O=C(NCc1ccccc1)c1ccc(Cl)cc1[N+](=O)[O-]	1	6	-3	-1	-2	-1.9	1	4	1	-5
CC(C)OC(=O)CSc1nnc(-c2cccnc2)n1Cc1ccccc1	10	10	-2	-3	2	-0.4	4	0	-3	0
CC(C)(C)OC(=O)N1CCC[C@H]1C(=O)NCc1ccc(F)cc1F	4	4	-5	0	-4	-0.5	6	/	1	4
COc1cc(C(=O)N2CCN(C(=O)c3ccccc3)CC2)cc(OC)c1OC	0	10	-3	-2	1	-1.5	1	-7	0	3
COc1cc(C2C(C#N)=C(N)N(N(C)C)C3=C2C(=O)CC(C)(C)C3)ccc1O (stereo unspecified)	9	4	19	2	-2	-2.9	1	2	0	-7

Remaining list, next part
SMILES	SIAE primary	TCR-CD3 inh	TDP2 inh	LEDGF integ inh	PRMT1 inh	PG9 Ab binder	mABHD4 FP	HTRA1 inh	rCAG binder	NR1D1 modulator
Cn1nnnc1SCCNCc1ccccc1F	6	4	7	2	1	-0.1	5	2	2	6
CN1CCC(=NNC(=O)c2ccc(N(Cc3ccc(Cl)cc3)S(C)(=O)=O)cc2)CC1	-19	6	-11	0	-1	-1.2	-12	-39	3	2
CCn1cnc2c1c(=O)n(CC(=O)NCC(C)C)c(=O)n2Cc1ccccc1	-4	-4	1	-3	1	-0.5	7	-7	-5	3
O=c1oc2ccccc2n1Cc1cccc(C(F)(F)F)c1	-2	-6	2	3	-1	-0.5	-9	1	-1	0
CCOC(=O)c1ccc(NC(=O)c2nc[nH]c2C(=O)N(C)Cc2ccccc2)cc1	-13	-2	-5	0	2	-0.8	-28	-43	3	1
CC(=O)Nc1cc2c(cc1C(=O)c1ccccc1)OCCO2	-1	1	-1	3	-2	2.1	9	5	-6	0
C=CCNc1nc(NCCN2CCOCC2)nc(N2CCOCC2)n1	3	8	2	1	-3	-1.7	-5	7	-5	0
COc1ccc(C(=O)COC(=O)Cn2nnc3ccccc32)cc1Br	4	-9	-2	1	2	0.6	-4	3	-1	-1
CN(C)CCNCc1ccccc1OC1CCCC1	3	-6	15	4	2	2.1	3	0	1	0
